SR-BI DiI-HDL act: activators of SR-BI mediated DiI-HDL uptake, primary screen, ldlA[mSR-BI] CHO cells, DiI fluorescence. hit rate 0.096% among 320,000. 3 h; 100 = double the neutral-control signal. activation, % at 12.5 µM;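 active = mean replicate activation of at least 60% and every replicate at or above 60%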;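 note: 0% = median plate neutral-control signal and 100% = twice that signal; values of inactives mirror those of a sister screen read the other way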
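material = CHO ldlA[mSR-BI] cells | medium = Ham's F12 with 0.5% BSA, HEPES 25 mM, pH 7.4 | reagent = fluorescent DiI-HDL, 10 µg/mL final | compound dosing = single-point compound dose | incubation = 3 h, 37 °C | measured by = bottom-read fluorescence, 550/595 nm | measure = HDL uptake via cellular fluorescence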
dFosB activator: activators of delta FosB homodimer, primary screen, biochemical, fluorescence polarization, TAMRA-CDK5 oligo, single point. purified delta FosB; percent of positive-control signal above neutral wells. hit rate 0.99% among 340,000. Protein FosB (Mus musculus), P13346. activation, % at 25 µM;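 active = mean activation above about 17%, with every replicate also reaching it, limit read from the data, passing the limit was not always enough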;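 note: fluorescence polarization rise as delta FosB binds a TAMRA Cdk5 AP-1 oligo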
Target sequence (P13346 whole entry, looked up): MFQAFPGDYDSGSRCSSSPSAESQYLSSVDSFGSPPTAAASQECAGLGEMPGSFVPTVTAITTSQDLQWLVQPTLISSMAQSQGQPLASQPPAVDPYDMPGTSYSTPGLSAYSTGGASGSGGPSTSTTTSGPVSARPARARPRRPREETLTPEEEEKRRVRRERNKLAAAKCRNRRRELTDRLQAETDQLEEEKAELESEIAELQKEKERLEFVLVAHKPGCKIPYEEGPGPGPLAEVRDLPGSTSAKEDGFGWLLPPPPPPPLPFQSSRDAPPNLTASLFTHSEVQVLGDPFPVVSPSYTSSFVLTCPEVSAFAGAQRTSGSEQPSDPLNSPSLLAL
PfHsp90 yeast 2: growth inhibition of PfHsp90-expressing yeast, primary screen, antimalarial PfHsp90 inhibitor project, S. cerevisiae, BacTiter-Glo luminescence, single point, set 2; BacTiter-Glo ATP, 48 h; yeast lacking PDR1 and PDR3 efflux regulators; inhibition, % at 9.4 µM; hit rate 0.32% among 310,000;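 active = every replicate shows inhibition above about 80%, whatever the replicate mean, limit read from the data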;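 note: 0% = DMSO neutral controls and 100% = 20 µM radicicol positive controls; yeast relying on Plasmodium falciparum Hsp90 in place of its own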
Rtt109 HAT inh: inhibitors of C. albicans Rtt109/Vps75 HAT, primary screen, biochemical, ThioGlo CoA-SH fluorescence, plate reader. purified Rtt109/Vps75, 4 h. inhibition, % at 34.9 µM. hit rate 0.16% among 330,000. AID 540336, 2011;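 active = inhibition of at least 50% in every replicate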
CAL PDZ FP-1: CAL PDZ peptide-binding inhibitors, primary screen, biochemical, fluorescence polarization, Cer-tagged CAL PDZ, HTS | purified CAL PDZ, TMR-peptide fluorescence polarization, 1 h | inhibition, % at 20 µM | hit rate 0.02% among 330,000 | AID 504414, 2011;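 active = highest replicate inhibition of at least 40%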;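 note: plate controls were DMSO neutral control wells for no effect and unlabeled competitor peptide control wells for full effect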
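System: purified tagged CAL PDZ domain construct (CerCALP). Schedule: 1 h incubation at room temperature before polarization reading. Medium: 25 mM sodium phosphate pH 7.4, 150 mM NaCl, TCEP, IgG, Thesit. Read-out: percent inhibition from loss of millipolarization. Measured by: FP readout, S and P plane fluorescence. Probe or stimulus: fluorescent TMR peptide probe.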
MITF act: activators of MITF-driven TRPM1 promoter reporter, primary screen, cell-based, SK-MEL-5, luciferase, single point; hit rate 0.75% among 300,000; AID 588334, 2011; SK-MEL-5 TRPM1-promoter luciferase, 24 h; % of positive control, neutral wells = 0; activation, % at 12.5 µM;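 active = mean activation of at least 80% with every replicate also reaching 80%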;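 note: 0% = neutral control wells and 100% = parthenolide positive control wells; values of inactives mirror those of a sister screen read the other way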
PvdQ acylase: P. aeruginosa PvdQ acylase inhibitors, primary screen, biochemical, fluorescence, plate reader and imaging, single point | PvdQ acylase [Pseudomonas aeruginosa LESB58] | purified PvdQ acylase | inhibition, % at 10 µM | hit rate 0.063% among 340,000 | AID 488965, 2010; in the data active = inhibition above about 30%, passing the limit was not always enough;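 note: 0% = vehicle neutral wells and 100% = reference inhibitor wells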
SR-BI HDL uptake: inhibitors of SR-BI mediated HDL lipid uptake, primary screen, ldlA[mSR-BI] cells, fluorescence, single point; ldlA[mSR-BI] CHO cells, DiI-HDL uptake fluorescence, 3 h; inhibition, % at 12.5 µM; hit rate 0.96% among 320,000; AID 488896, 2010;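 active = mean replicate inhibition of at least 70% and a set share of replicates each scoring 70 or more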;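 note: 0% = median of neutral control wells and 100% = median of positive control wells; values of inactives mirror those of a sister screen read the other way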
Target sequence (Q61009 whole entry, looked up): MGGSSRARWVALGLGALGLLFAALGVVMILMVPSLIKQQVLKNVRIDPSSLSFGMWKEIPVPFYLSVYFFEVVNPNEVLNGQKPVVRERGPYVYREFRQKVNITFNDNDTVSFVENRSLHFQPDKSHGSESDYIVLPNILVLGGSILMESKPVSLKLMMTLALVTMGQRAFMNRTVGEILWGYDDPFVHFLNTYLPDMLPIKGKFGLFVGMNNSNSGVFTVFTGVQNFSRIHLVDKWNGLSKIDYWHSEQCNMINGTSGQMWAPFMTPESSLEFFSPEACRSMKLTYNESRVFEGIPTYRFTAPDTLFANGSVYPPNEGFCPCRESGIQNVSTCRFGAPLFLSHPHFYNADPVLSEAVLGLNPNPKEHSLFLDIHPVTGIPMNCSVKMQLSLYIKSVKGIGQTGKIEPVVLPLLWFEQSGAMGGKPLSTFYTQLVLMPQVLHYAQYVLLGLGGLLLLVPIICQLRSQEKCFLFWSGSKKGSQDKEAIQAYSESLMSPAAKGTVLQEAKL
CAL PDZ FP-2: untagged CAL PDZ binding inhibitors, primary screen, biochemical, fluorescence polarization, HTS | Golgi-associated PDZ and coiled-coil motif-containing protein (Homo sapiens), Q9HD26 | purified CAL PDZ, TMR-peptide fluorescence polarization, 1 h | inhibition, % at 24.9 µM | hit rate 0.92% among 300,000 | AID 602252, 2012;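 active = mean inhibition of at least 30% with at least half of replicates also reaching 30%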;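 note: 0% = DMSO neutral control and 100% = excess unlabeled competitor peptide PRC23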
NSD2 HMT inh: NSD2 histone methyltransferase inhibitors, primary screen, biochemical, AlphaScreen, single concentration, set 2. inhibition, % at 12.5 µM. NSD2 peptide methylation, 120 min. hit rate 0.54% among 310,000; in the data active = inhibition above about 50%
* marks the source's active call; other numbers are inactive results; x = no result given. Hits appear at their usual frequency; overall some 4.3% were active at least once.

Start of the data: the first 4 compounds as a preview:
SMILES	SR-BI DiI-HDL act	dFosB activator	PfHsp90 yeast 2	Rtt109 HAT inh	CAL PDZ FP-1	MITF act	PvdQ acylase	SR-BI HDL uptake	CAL PDZ FP-2	NSD2 HMT inh
O=C(c1cc(COc2ccc(F)c(F)c2)on1)N1CCN(C/C=C/c2ccccc2)CC1	-1	5	17	-13	-1.9	28	-20	1	-1	-4
Cc1onc(-c2ccncc2)c1C(=O)O	5	-6	-26	3	0.1	-1	-11	-5	0	-4
Fc1ccccc1NC(=S)NC1CCCC1	16	3	9	0	-1.0	x	5	-16	-3	-3
O=C(COC(=O)c1cc(S(=O)(=O)N2CCCCC2)ccc1N1CCOCC1)c1ccccc1	11	-10	x	1	-0.6	3	16	-11	-4	18

All compounds of this part (from the top)
SMILES	SR-BI DiI-HDL act	dFosB activator	PfHsp90 yeast 2	Rtt109 HAT inh	CAL PDZ FP-1	MITF act	PvdQ acylase	SR-BI HDL uptake	CAL PDZ FP-2	NSD2 HMT inh
O=C(c1cc(COc2ccc(F)c(F)c2)on1)N1CCN(C/C=C/c2ccccc2)CC1	-1	5	17	-13	-1.9	28	-20	1	-1	-4
Cc1onc(-c2ccncc2)c1C(=O)O	5	-6	-26	3	0.1	-1	-11	-5	0	-4
Fc1ccccc1NC(=S)NC1CCCC1	16	3	9	0	-1.0	x	5	-16	-3	-3
O=C(COC(=O)c1cc(S(=O)(=O)N2CCCCC2)ccc1N1CCOCC1)c1ccccc1	11	-10	x	1	-0.6	3	16	-11	-4	18
Cc1ccc2nc(-c3cccc(Br)c3)cc(C(=O)NC3CC3)c2c1	x	4	7	-9	-1.7	4	-13	22	1	-5
COCCn1c(SCc2cccc(F)c2)nc2cc(C(=O)OC)ccc2c1=O	-57	-1	10	-3	-0.8	4	-3	57	3	-3
COc1ccc(C2=NN(C(=O)CSc3nc(=O)n4cccc(C)c4n3)C(c3ccc(C)cc3)C2)cc1 (configuration not stated)	-10	8	x	8	-0.3	5	-9	10	-3	0
CN(C)c1ccc(N/C(N)=N/c2nc(C(F)(F)F)cc(C(F)(F)F)n2)cc1	-47	-12	-3	-5	-4.0	8	8	47	-8	5
O=C(NC1CCSc2ccccc21)c1ccc(F)cc1 (configuration not stated)	0	2	1	-1	-2.3	-9	-17	0	-4	-4
CS(=O)(=O)N1CCc2cc(S(=O)(=O)N3CCCCC3)ccc21	-14	3	16	3	-3.2	2	-5	14	-4	-8
CC(C)CCN1CCN(CCCn2cccn2)CC1CCO (configuration not stated)	39	-2	10	5	0.0	11	1	-39	2	-1
Cc1cc(=O)[nH]c(CN2CCC(c3ccccc3)CC2)n1	7	1	13	-1	-0.9	-7	-11	-7	-6	-1
COC(=O)[C@]1(Cc2ccccc2)N[C@H](CN(C)C(=O)Nc2ccccc2)[C@@H]2C(=O)N(C)C(=O)[C@@H]21	22	-4	8	-3	-0.1	1	-7	-22	-4	x
CCC(=O)Nc1cccc(NC(=S)NC(=O)Cc2ccccc2)c1	-15	-13	30	-5	-1.1	-4	5	15	-2	-1
CC(C)C1Nc2c(O)cc(Cl)c([N+](=O)[O-])c2C2C=CCC21 (configuration not stated)	6	-14	110*	20	1.1	-16	-1	-6	2	26
Cc1c(Cl)cccc1NC(=O)CC1SCCNC1=O (configuration not stated)	9	0	x	-4	-0.6	0	6	-9	-1	1
CCOC(=O)CSc1nc2ccccc2n1C(=O)OCC	-20	-5	3	-14	-3.2	11	-6	20	-1	-5
Cc1cc(C)c2nc3sc(C(=O)N4CCOCC4)c(N)c3cc2c1	x	-13	-15	17	-1.0	-46	3	x	-3	1
CCCCNC(=O)CSc1nc2ccc(Nc3nc(N4CCOCC4)nc(N4CCOCC4)n3)cc2s1	-46	3	-6	1	-0.8	x	-4	46	-5	4
COc1ccc(C2CC(c3ccccc3)=NN2c2ccc(S(N)(=O)=O)cc2)cc1OC (configuration not stated)	-49	-3	8	-141	0.2	-1	-120	49	-1	-13
Cc1csc(NC(=O)CCNS(=O)(=O)c2ccc3c(c2)c(=O)n(C)c(=O)n3C)n1	6	-5	3	-2	-0.2	-8	-10	-6	x	0
CCOc1ccc(C(=O)N/N=C/c2cc([N+](=O)[O-])cs2)cc1	-31	21*	10	-7	-0.8	22	9	31	x	1
C=CCN(C(=O)CNC(=O)c1ccco1)C(C(=O)NC1CCCCC1)c1ccc(OC)cc1OC (configuration not stated)	-4	-9	-15	-1	-0.2	x	-1	4	0	-4
Nc1ccc(C(=O)N2CCN(S(=O)(=O)c3ccc4c(c3)OCCO4)CC2)cc1[N+](=O)[O-]	36	-7	5	35	-2.8	-5	4	-36	2	3
CCOC(=O)c1c(C)oc2c1c(C=NCCO)c(O)c1ccccc12	-3	-11	-16	53*	1.2	-49	4	3	2	101*
Clc1ccc(CN=C2Nc3ccccc3CS2)cc1	11	-6	34	-5	-0.3	x	-4	-11	2	3
CCN(Cc1ccccc1)S(=O)(=O)c1cc2c3c(c1)CCN3C(=O)CC2	-17	-13	-8	0	-2.3	-1	-28	17	-3	-1
CC(Nc1cc(N2CCNCC2)ccc1[N+](=O)[O-])c1ccccc1 (configuration not stated)	-15	-1	11	5	-0.3	8	-3	15	-3	11
CC(=O)N(C1=C(N2CCOCC2)C(=O)c2ccccc2C1=O)c1ccc(C(=O)O)cc1	x	-5	-25	-2	-2.1	-13	-18	x	1	48
CCOc1ccccc1NC(=O)COC(=O)c1cc(C)oc1C	-25	5	1	-5	0.2	3	-13	25	-1	-11
CCN(C[C@H]1N[C@@](Cc2ccccc2)(C(=O)OC)[C@H]2C(=O)N(Cc3ccccc3)C(=O)[C@@H]12)S(=O)(=O)c1ccc(C(C)(C)C)cc1	-12	-9	-19	-2	1.3	15	-9	12	-6	x
Cc1ccc(NC(=O)CCNC(=O)c2ccco2)cc1F	-4	0	3	-20	-1.3	2	-5	4	-4	-1
CSc1nc(N)nc2c1ncn2CC(=O)N[C@H](C)c1cccc2ccccc12	-11	-14	12	4	-1.7	-8	-13	11	1	x
CC1CN(Cc2cc(=O)oc3cc(O)c(Cl)cc23)CC(C)O1 (configuration not stated)	6	-2	2	-436	-2.1	-12	-8	-6	-2	-4
CCCNC(=O)C(CC)NS(=O)(=O)c1ccc(OC)cc1 (configuration not stated)	33	-4	x	-23	-0.3	-8	2	-33	-4	15
O=c1cc(CSc2ccc([N+](=O)[O-])cc2)nc2sccn12	10	6	-7	3	-1.9	16	-3	-10	-1	1
CNC(C)C#Cc1ccc2c(=O)c3cc(C)c(C)cc3oc2c1 (configuration not stated)	-41	-9	-12	-1	-2.0	26	-10	41	-3	x
CSCCC(NS(=O)(=O)c1ccc2c(c1)Cc1cc(S(=O)(=O)NC(CCSC)C(=O)O)ccc1-2)C(=O)O (configuration not stated)	0	-3	10	4	1.6	-3	-15	0	2	3
COc1cc(NC(=O)/C=C/c2ccccc2)c(C(=O)O)cc1OC	11	-2	1	18	-3.3	7	9	-11	0	0
O=C(Nc1ccccc1)N1N=C(c2cccs2)CC1c1cccs1 (configuration not stated)	9	-6	17	10	-4.6	-1	5	-9	4	-2
COc1ccc(S(=O)(=O)N(CCN2CCOCC2)Cc2cc(OC)ccc2OC)cc1	6	-9	-4	-1	-1.5	4	2	-6	-5	4
CC(=O)Nc1nc(C)c(CCCOc2ccc([N+](=O)[O-])cc2)c(=O)[nH]1	15	0	3	0	-0.1	7	-9	-15	-4	-2
Cc1cc2ccccc2n1CCNC(=O)C1CCCC1	35	-7	5	2	1.2	1	13	-35	-5	0
COC(=O)c1c(C)cc(O)c(C)c1O	18	0	-9	-8	0.0	x	-14	-18	0	x
O=C(CSc1nc(=O)n(CCCN2CCOCC2)c2c1CCC2)Nc1ccc(F)cc1	29	6	13	2	-1.0	-3	-21	-29	-2	0
O=C(N/N=C/C=C\c1ccccc1[N+](=O)[O-])c1cccs1	-11	0	-3	2	-2.6	26	1	11	-3	-2
O=C1N=C(N2CCCCC2)SC1=C1CCCCC1	8	-3	44	6	-0.2	47	-10	-8	-2	3
O=c1c(C=NCCCO)c(-c2ccccc2)[nH]n1-c1nc2ccccc2s1	-10	-9	-50	10	-3.3	-54	-2	10	x	2
CC(=O)c1ccc(N2CCN(C(=O)c3nn(C)c4c3CS(=O)(=O)c3ccccc3-4)CC2)cc1	-27	-5	0	0	-0.9	8	-12	27	5	-2
Cc1nc(-c2ccc(F)cc2)c(CC(=O)N(C)CC(=O)Nc2ccc(Cl)c(C(F)(F)F)c2)s1	-42	-10	x	-5	-0.8	4	1	42	-2	-1
Nc1c(C(=O)NCc2cccnc2)sc(=S)n1-c1ccccc1	3	3	x	x	-1.3	x	8	-3	-1	-3
COc1ccc(Br)cc1C1CC(=O)C(C)C(c2cc(Br)ccc2OC)N1 (configuration not stated)	12	-2	-15	5	-0.1	-6	2	-12	-6	-6
CCn1nc(C)c(/C=N/NC(=O)Cc2ccc(Cl)cc2)c1C	15	-5	x	-2	-0.5	58	-14	-15	1	10
CCOC(=O)c1ccc(N2CCN(c3cc(C)ccc3C)CC2)c(N)c1	-30	-10	4	15	-3.3	3	-1	30	-10	16
C=CCNC1=C(Cl)C(=O)N(c2cccc(Cl)c2Cl)C1=O	-8	-9	-1	-2	x	-10	-18	8	-8	-4
CSCCC1NC(=O)N(CC(=O)Nc2c(Cl)cc(Cl)cc2Cl)C1=O (configuration not stated)	-15	14	3	7	0.4	5	3	15	-4	0
O=C1c2ccsc2SCCN1Cc1cccc(F)c1	x	1	-17	2	-0.6	2	-11	x	-7	0
CCOc1ccc(/C=C/C(=O)NC2CCCCC2)cc1	-2	7	9	9	-0.7	35	-2	2	x	21
O=C(NCCCCc1ccccc1)NC[C@@H]1CC[C@@H](Cc2ccc(-c3ccccc3)cc2)O1	-18	1	-20	-2	-0.1	6	-3	18	2	x
CCCC1CCC(C(=O)Nn2cnc3ccccc3c2=O)CC1 (configuration not stated)	10	-4	13	-1	0.0	22	-6	-10	0	-1
